15-hLO inh: qHTS Assay for Inhibitors of 15-hLO (15-human lipoxygenase); purified 15hLO-1, xylenol orange hydroperoxide absorbance; 1.4% of 74,000 active; AID 887, 2007; Potency, µM (highest dose often 57.1 µM), without a hit: at the top dose activity change, negative = inhibition, actives largely listed as inhibitors; note: potency is the fitted concentration of half-maximal effect; % is set by controls: 0 for no effect and ±100 for the full control effect; nearly all actives have a fitted effect of over 55% in size
Target sequence (P16050 whole entry, looked up): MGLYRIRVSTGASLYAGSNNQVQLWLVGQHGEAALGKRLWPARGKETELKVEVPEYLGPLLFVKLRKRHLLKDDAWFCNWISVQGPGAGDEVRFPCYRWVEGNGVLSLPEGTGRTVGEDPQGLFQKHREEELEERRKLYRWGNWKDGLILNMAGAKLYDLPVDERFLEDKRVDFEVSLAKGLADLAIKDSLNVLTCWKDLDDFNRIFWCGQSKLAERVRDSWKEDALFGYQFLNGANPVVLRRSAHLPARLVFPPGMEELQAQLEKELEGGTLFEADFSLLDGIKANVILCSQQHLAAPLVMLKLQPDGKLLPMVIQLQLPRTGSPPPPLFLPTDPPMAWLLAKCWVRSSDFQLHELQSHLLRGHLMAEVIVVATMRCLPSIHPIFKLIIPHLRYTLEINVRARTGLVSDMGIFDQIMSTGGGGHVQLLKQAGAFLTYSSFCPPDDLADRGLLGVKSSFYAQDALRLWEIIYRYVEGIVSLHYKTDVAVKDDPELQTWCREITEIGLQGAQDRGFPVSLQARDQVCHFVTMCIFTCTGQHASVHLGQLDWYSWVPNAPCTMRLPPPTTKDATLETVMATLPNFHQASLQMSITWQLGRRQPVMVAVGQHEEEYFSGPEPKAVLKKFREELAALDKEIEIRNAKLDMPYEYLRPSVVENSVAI
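Hydroperoxide formed from arachidonic acid (50 uM) by purified human 15hLO-1 (40 nM) oxidizes ferrous iron, and the ferric-xylenol orange complex is read at 573 versus 405 nm. Compounds were preincubated 15 min; reaction ran 6 min at room temperature.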
BRCT inh green: qHTS Assay for Inhibitors of BRCT-Phosphoprotein Interaction (Green Fluorophore); Breast cancer type 1 susceptibility protein (Homo sapiens), P38398; BRCA1 BRCT-phosphopeptide binding, green fluorescence polarization; Potency, µM (highest dose often 76.9 µM), for inactives: top-dose activity change, negative = inhibition, usual class: inhibitors; 0.05% of 75,000 active; AID 875, 2007;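 note: potency is the fitted concentration of half-maximal effect; plate controls were peptide without protein for full effect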
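Fluorescence polarization: His-tagged BRCT (~35 kDa BRCA1 C-terminus, 250 nM) bound to 100 nM fluorescein-labeled phosphorylated 10-aa BACH1 peptide, pH 7.3 phosphate buffer with DTT and Tween 20. Compounds incubated 12 min at room temperature; inhibition read as lowered polarization.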
BRCT inh red: qHTS Assay for Inhibitors of BRCT-Phosphoprotein Interaction (Red Fluorophore); Breast cancer type 1 susceptibility protein (Homo sapiens), P38398; BRCT-phosphopeptide binding, red fluorescence polarization; Potency, µM (top dose mostly 76.9 µM), for inactives: top-dose activity change, negative = inhibition, usual class: inhibitors; 0.03% of 75,000 active; note: % is set by controls: 0 for no effect and ±100 for the full control effect
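Fluorescence polarization: 100 nM His-tagged BRCA1 BRCT with 100 nM TAMRA-labelled phospho-BACH1 decapeptide, phosphate buffer pH 7.3 with 150 mM NaCl, DTT, 0.01% Tween 20; 12 min RT. Binding inhibition seen as FP decrease.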
HBB splice mod: qHTS Assay for Modulators of Hemoglobin Beta Chain Splicing. Potency, µM (titrated, usually from 46.1 µM), for inactives: at the highest dose activation, actives largely listed as activators. HBB splicing reporter cell assay, activation; EGFP reporter with mutant IVS2-654 intron; response scale: normalised to 500 nM splice-correcting PNA. 0.06% of 65,000 active; note: potency is the fitted concentration of half-maximal effect; 0% is about no effect
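HeLa cells stably expressing EGFP interrupted by mutant beta-globin intron 2 (IVS2-654), 500/well in 2% FCS. Treated with compound for 2 days at 37C. Splicing correction scored as total well GFP intensity (488 nm excitation, 500-520 nm emission); 500 nM antisense PNA served as control.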
The depositor's hits bear a star; ? = inconclusive; & = joins results of further samples; [ ] = another dose, or the depositor's remark. Calls come from the whole dose curve; as a rule, active = well fitted curve in the direction sought with a large enough effect; inconclusive = small, poorly fitted or top-dose-only effect, or another doubt; inactive = no such curve, though single readings can be large; an effect the other way counts as inactive or inconclusive. Some of the compounds tested. The share of hits here may be higher or lower than overall.

Start of the listing, in advance:
item | molecule | HBB splice mod | BRCT inh red
1 | CCc1cc2c(nc1CC)CCN(CC/C(C)=N/OCC[C@@H]1C=C[C@H](OC(C)=O)[C@H](COC(C)=O)O1)C2 | 2.2%[9.22 µM] | 0.2%[15.4 µM]
2 | C[C@H](c1ccccc1)N1C(=O)[C@H]2[C@@H]3[C@H](O)[C@H](O)CC(=O)[C@H]3CC[C@H]2C1=O | 2.2%[9.22 µM] | 1.1%[15.4 µM]

item | 15-hLO inh | BRCT inh green
1 | -1%[11.4 µM] | -1.2%[15.4 µM]
2 | 7%[11.4 µM] | -0.1%[15.4 µM]

The list itself (from the top)
item | molecule | HBB splice mod | BRCT inh red
1 | CCc1cc2c(nc1CC)CCN(CC/C(C)=N/OCC[C@@H]1C=C[C@H](OC(C)=O)[C@H](COC(C)=O)O1)C2 | 2.2%[9.22 µM] | 0.2%[15.4 µM]
2 | C[C@H](c1ccccc1)N1C(=O)[C@H]2[C@@H]3[C@H](O)[C@H](O)CC(=O)[C@H]3CC[C@H]2C1=O | 2.2%[9.22 µM] | 1.1%[15.4 µM]
3 | CC1CCC2C(=O)N3C(CCC(C)[C@H]3c3cccc(N4CCCC4=O)c3)C(=O)N2C1c1cccc(N2CCCC2=O)c1 (stereo partly specified) | 3.7%[9.22 µM] | 0.4%[15.4 µM]
4 | COC(=O)C/C=C\[C@@H](C)[C@@H](/C=N\O[C@@H](C)CN1CCCc2nc(C)c(C)cc21)OC | 0.9%[9.22 µM] | 1.7%[15.4 µM]
5 | C[C@@H]1CN2[C@H](c3ccc(Br)cc3)[C@H](C)CC[C@H]2C(=O)O1 | 2.1%[9.22 µM] | -0.6%[15.4 µM]
6 | COc1ccc(OCC2CN3C(CCC(C)C3c3ccc(Br)cc3)C(=O)O2)cc1 (stereo unspecified) | 0.5%&2.1%[9.22 µM] | 1.2%&-2.5%[15.4 µM]
7 | CC(=O)OC[C@@H]1O[C@H](C/C=N\OC[C@@H](O)[C@H]2O[C@H]3OC(C)(C)O[C@H]3[C@@H]2O)C=C[C@@H]1OC(C)=O | 3.6%[9.22 µM] | 1.5%[15.4 µM]
8 | COC(=O)NC(/C(C(=O)OC)=C(\C)NCc1ccccc1)c1ccco1 (stereo unspecified) | 0.0%[9.22 µM] | 0.9%[15.4 µM]
9 | COC(=O)[C@@H]1CC[C@H](C)[C@@H](c2ccc(C)cc2)N1C(=O)c1ccc(/C=N\OC[C@@H]2O[C@H](c3ccccc3)C=C[C@@H]2Oc2ccc(OC)cc2)cc1 | 1.5%[9.22 µM] | 0.1%[15.4 µM]
10 | CCOC(=O)CCN1C(=O)[C@H]2[C@H]3[C@H](O)[C@H](O)C/C(=N/OCc4ccccc4)[C@H]3CC[C@@H]2C1=O | 0.8%[9.22 µM] | 0.6%[15.4 µM]

item | 15-hLO inh | BRCT inh green
1 | -1%[11.4 µM] | -1.2%[15.4 µM]
2 | 7%[11.4 µM] | -0.1%[15.4 µM]
3 | 5%[11.4 µM] | -0.7%[15.4 µM]
4 | -1%[11.4 µM] | -0.8%[15.4 µM]
5 | 5%[11.4 µM] | -3.1%[15.4 µM]
6 | -6%&4%[11.4 µM] | 0.4%&-2.4%[15.4 µM]
7 | 4%[11.4 µM] | -0.2%[15.4 µM]
8 | 13%[11.4 µM] | -0.9%[15.4 µM]
9 | 7%[11.4 µM] | 1.7%[15.4 µM]
10 | 4%[11.4 µM] | -0.2%[15.4 µM]

Next part
item | molecule | HBB splice mod | BRCT inh red
11 | O=C1[C@H]2[C@H]3[C@H](O)[C@H](O)C/C(=N/OC[C@@H](O)COCc4ccco4)[C@H]3CC[C@@H]2C(=O)N1Cc1ccccc1 | 1.8%[9.22 µM] | 0.7%[15.4 µM]
12 | C=CC[C@@H]1C=C[C@H](O/N=C(\C)CCN2CCCCc3nc(C)c(C)cc32)[C@H](CO)O1 | 3.4%[9.22 µM] | 1.3%[15.4 µM]
13 | COc1ccc(O[C@H]2C=C[C@@H](c3ccccc3)O[C@H]2COC(=O)CC/C(C)=N\OC[C@@H](O)[C@H]2O[C@H]3OC(C)(C)O[C@H]3[C@@H]2O)cc1 | 0.4%[9.22 µM] | 1.4%[15.4 µM]
14 | CCc1cc2c(nc1CC)CCN(CC/C(C)=N/O[C@@H](C)CN1CCCc3nc(C)c(C)cc31)C2 | 1.7%[9.22 µM] | -3.2%[15.4 µM]
15 | CC[C@@H](c1ccccc1)n1c(=O)n2n(c1=O)[C@H]1[C@H](O)[C@H]3O[C@@H]3/C(=N/OC[C@@H](O)COCc3ccco3)[C@@H]1CC2 | -1.5%[9.22 µM] | 0.4%[15.4 µM]
16 | COc1ccc(O[C@H]2C=C[C@@H](c3ccccc3)O[C@H]2CO/N=C(/C)CCC(=O)OC[C@@H]2O[C@H](c3ccccc3)C=C[C@@H]2Oc2ccc(OC)cc2)cc1 | -1.4%[9.22 µM] | 0.8%[15.4 µM]
17 | CCOC(=O)CCN1C(=O)[C@H]2[C@H]3[C@H](O)[C@H](O)C/C(=N/OCC(C)C)[C@@H]3CC[C@@H]2C1=O | 1.6%[9.22 µM] | 0.4%[15.4 µM]
18 | COc1ccc(COC(=O)N/N=C2/C[C@@H](O)[C@@H](O)[C@@H]3[C@@H]4C(=O)N(C5CCCCC5)C(=O)[C@H]4CC[C@H]23)cc1 | 3.1%[9.22 µM] | -0.4%[15.4 µM]
19 | COC(=O)C1=C(C)N(Cc2ccccc2)C2=C3C(=O)N(C)C(=O)C3[C@@](O)(C(=O)OC)C(=O)N2C1c1ccccc1 (stereo partly specified) | 1.0%&-2.1%[9.22 µM] | -0.7%&-0.9%[15.4 µM]
20 | COC(=O)[C@H](Cc1ccccc1)NC(=O)C/C=C\[C@@H](C)[C@@H](CO)OC | 0.7%[9.22 µM] | 0.8%[15.4 µM]

item | 15-hLO inh | BRCT inh green
11 | 7%[11.4 µM] | -2.1%[15.4 µM]
12 | -3%[11.4 µM] | 1.2%[15.4 µM]
13 | 3%[11.4 µM] | -0.5%[15.4 µM]
14 | -13%[11.4 µM] | 1.6%[15.4 µM]
15 | 1%[11.4 µM] | -0.9%[15.4 µM]
16 | 1%[11.4 µM] | -2.1%[15.4 µM]
17 | 3%[11.4 µM] | -0.6%[15.4 µM]
18 | 12%[11.4 µM] | 0.4%[15.4 µM]
19 | 7%&3%[11.4 µM] | -1.1%&-5.6%[15.4 µM]
20 | 3%[11.4 µM] | -0.2%[15.4 µM]

(more compounds)
item | molecule | HBB splice mod | BRCT inh red
21 | O=C(N/N=C1/C[C@@H](O)[C@@H](O)[C@@H]2[C@@H]3C(=O)N(Cc4ccc5c(c4)OCO5)C(=O)[C@H]3CC[C@@H]12)OCc1ccccc1 | -0.1%[9.22 µM] | -4.7%[15.4 µM]
22 | O=C(O)c1ccc(NS(=O)(=O)c2ccsc2C(=O)O)c(O)c1 | 0.4% | -0.4%
23 | O=C1[C@H]2[C@H]3[C@H](O)[C@H](O)C/C(=N/OCc4ccccc4)[C@@H]3CC[C@@H]2C(=O)N1C[C@@H]1CCCO1 | -0.1%[9.22 µM] | 0.5%[15.4 µM]
24 | O=C(O)c1sccc1S(=O)(=O)Nc1ccccc1N1CCCCC1 | -0.4% | 1.5%
25 | COc1ccc(COC(=O)N/N=C2/C[C@@H](O)[C@@H](O)[C@@H]3[C@@H]4C(=O)N([C@@H](C)c5ccccc5)C(=O)[C@H]4CC[C@@H]23)cc1 | 0.7%[9.22 µM] | -0.5%[15.4 µM]
26 | COc1ccc(O[C@H]2C=C[C@@H](c3ccccc3)O[C@H]2COC(=O)NCc2cccc3ccccc23)cc1 | -1.0%[9.22 µM] | 0.9%[15.4 µM]
27 | C=CCCC/C=C(/C)C(OCc1ccc(OC)cc1)C(CC/C=C(\C)C(N)=O)OC (stereo unspecified) | 1.2%[9.22 µM] | -0.3%[15.4 µM]
28 | CC(C)=CCC/C(C)=C/CO/N=C1/[C@H]2O[C@@H]2[C@@H](O)[C@H]2[C@H]1CCn1c(=O)n(Cc3cc4c(cc3Cl)OCO4)c(=O)n12 | -0.1%[9.22 µM] | 1.0%[15.4 µM]
29 | CO[C@H]1COC(=O)CCC[C@@H](C)[C@H](OC)COC(=O)[C@@H](C)NC(=O)C/C=C\[C@@H]1C | 1.6%[9.22 µM] | 1.4%[15.4 µM]
30 | CCOC(=O)NC[C@H](Cc1ccc(OCCc2nc(-c3ccccc3)oc2C)cc1)N/C(C)=C\C(=O)c1ccc(C(F)(F)F)cc1 | -0.3% | -2.6%

item | 15-hLO inh | BRCT inh green
21 | 4%[11.4 µM] | -1.4%[15.4 µM]
22 | 15% | -1.3%
23 | 6%[11.4 µM] | -1.7%[15.4 µM]
24 | -1% | -2.0%
25 | 8%[11.4 µM] | 0.1%[15.4 µM]
26 | -6%[11.4 µM] | -0.7%[15.4 µM]
27 | 0%[11.4 µM] | -0.6%[15.4 µM]
28 | -7%[11.4 µM] | -0.6%[15.4 µM]
29 | -1%[11.4 µM] | -0.5%[15.4 µM]
30 | ? | -1.0%

The list continues:
item | molecule | HBB splice mod | BRCT inh red
31 | C[C@H]1COC(=O)[C@H](Cc2ccccc2)NC(=O)[C@@H](C)COC(=O)[C@H](Cc2ccccc2)NC1=O | 1.1%[9.22 µM] | -0.8%[15.4 µM]
32 | CCOC(=O)N/N=C1/C[C@@H](O)[C@@H](O)[C@@H]2[C@@H]3C(=O)N(Cc4ccc5c(c4)OCO5)C(=O)[C@H]3CC[C@H]12 | 1.3%[9.22 µM] | 2.0%[15.4 µM]
33 | CCN1C(=O)[C@H]2[C@H]3[C@H](O)[C@H](O)C/C(=N/O[C@@H](C)c4cn([C@H](CO)Cc5ccccc5)nn4)[C@@H]3CC[C@@H]2C1=O | 2.8%&0.7%[9.22 µM] | 0.4%&0.9%[15.4 µM]
34 | CCCCc1nc2c(c3c1CC(C)OC3)CN(CCOc1ccccc1)CC2 (stereo unspecified) | 0.4%[9.22 µM] | -1.7%[15.4 µM]
35 | CC1(C)OC(C(O)(c2cc(C(F)(F)F)cc(C(F)(F)F)c2)c2cc(C(F)(F)F)cc(C(F)(F)F)c2)C(C(O)(c2cc(C(F)(F)F)cc(C(F)(F)F)c2)c2cc(C(F)(F)F)cc(C(F)(F)F)c2)O1 (stereo unspecified) | -3.7%[9.22 µM] | 1.5%[15.4 µM]
36 | CCCCCCC(=O)Cc1cc(OC)c(OC)cc1/C=C(/C(C)=O)C(=O)OC | 1.7%[9.22 µM] | 1.0%[15.4 µM]
37 | CC(=O)OC[C@@H]1O[C@H](C/C=N\O[C@@H](C)c2cn([C@H]3COC[C@H]3O)nn2)C=C[C@@H]1OC(C)=O | 1.5%[9.22 µM] | -1.0%[15.4 µM]
38 | C=CCNC(=O)c1cc([N+](=O)[O-])cc2c(=O)[nH]c(Nc3ccc(Cl)c(Cl)c3)nc12 | 0.9% | -5.0%

item | 15-hLO inh | BRCT inh green
31 | 9%[11.4 µM] | -3.6%[15.4 µM]
32 | 2%[11.4 µM] | 2.4%[15.4 µM]
33 | 0%&5%[11.4 µM] | -2.2%&-3.7%[15.4 µM]
34 | 2%[11.4 µM] | -0.3%[15.4 µM]
35 | 2%[11.4 µM] | -0.9%[15.4 µM]
36 | 3%[11.4 µM] | -1.0%[15.4 µM]
37 | 8%[11.4 µM] | -2.1%[15.4 µM]
38 | -29% | -3.4%

2 compounds picked at random from the list so far, as already listed:
item | molecule | HBB splice mod | BRCT inh red
12 | C=CC[C@@H]1C=C[C@H](O/N=C(\C)CCN2CCCCc3nc(C)c(C)cc32)[C@H](CO)O1 | 3.4%[9.22 µM] | 1.3%[15.4 µM]
26 | COc1ccc(O[C@H]2C=C[C@@H](c3ccccc3)O[C@H]2COC(=O)NCc2cccc3ccccc23)cc1 | -1.0%[9.22 µM] | 0.9%[15.4 µM]

item | 15-hLO inh | BRCT inh green
12 | -3%[11.4 µM] | 1.2%[15.4 µM]
26 | -6%[11.4 µM] | -0.7%[15.4 µM]
